# VLA-4 inh: inhibition in a human VLA-4 binding assay; P13612; VLA-4 expressing cells, ligand binding flow cytometry; inhibition, % (about 7 µM as worked out from the volumes in the protocol); 330,000 tested, 0.2% active; in the data active = inhibition above about 50%
# Target sequence (P13612 whole entry, looked up): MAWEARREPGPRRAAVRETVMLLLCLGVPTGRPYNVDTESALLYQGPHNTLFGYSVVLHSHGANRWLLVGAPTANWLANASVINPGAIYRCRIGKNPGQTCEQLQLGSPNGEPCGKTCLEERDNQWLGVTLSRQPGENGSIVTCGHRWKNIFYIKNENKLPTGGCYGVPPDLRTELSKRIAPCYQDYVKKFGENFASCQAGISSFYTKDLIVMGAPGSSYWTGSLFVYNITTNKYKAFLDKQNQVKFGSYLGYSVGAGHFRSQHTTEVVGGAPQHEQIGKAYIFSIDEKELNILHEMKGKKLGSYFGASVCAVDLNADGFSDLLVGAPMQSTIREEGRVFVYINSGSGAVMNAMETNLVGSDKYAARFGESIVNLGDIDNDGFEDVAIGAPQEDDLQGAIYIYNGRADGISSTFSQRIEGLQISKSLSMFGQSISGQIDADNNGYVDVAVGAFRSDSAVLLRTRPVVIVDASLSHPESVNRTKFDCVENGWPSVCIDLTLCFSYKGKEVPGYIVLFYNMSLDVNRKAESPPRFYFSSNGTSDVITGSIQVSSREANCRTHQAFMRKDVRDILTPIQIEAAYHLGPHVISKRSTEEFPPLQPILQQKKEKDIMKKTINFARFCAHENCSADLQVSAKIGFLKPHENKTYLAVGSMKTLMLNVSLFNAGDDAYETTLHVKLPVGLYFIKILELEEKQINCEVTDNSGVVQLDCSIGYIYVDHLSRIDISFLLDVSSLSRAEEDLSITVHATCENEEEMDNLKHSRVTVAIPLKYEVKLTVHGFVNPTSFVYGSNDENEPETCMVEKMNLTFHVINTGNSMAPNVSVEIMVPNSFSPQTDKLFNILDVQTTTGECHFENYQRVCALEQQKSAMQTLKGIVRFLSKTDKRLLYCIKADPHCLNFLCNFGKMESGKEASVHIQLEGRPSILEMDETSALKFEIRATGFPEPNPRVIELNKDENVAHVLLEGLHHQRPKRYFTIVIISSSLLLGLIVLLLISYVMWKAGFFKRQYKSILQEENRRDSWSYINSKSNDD
# CIT2-GFP yeast: yeast TOR pathway CIT2-GFP modulation; S. cerevisiae CIT2-GFP strain, flow cytometry, 3 h; 100 means same as DMSO wells; GFP response vs DMSO, % at 10 µM; 320,000 tested, 0.065% active;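 active = GFP response relative to DMSO above a set limit, near the screen mean plus 3 SD, cut at about 150% in these data; inconclusive = Fewer than 70 cells measured for a yeast strain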;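 also: ratio of well median GFP fluorescence to mean of DMSO wells on the plate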
# MEX-5 binding: C. elegans MEX-5 TCR-2 RNA binding activity | MEX-5/FITC-TCR2 RNA binding, fluorescence polarization; active compounds read low | activity score (negative = inhibition of binding), % at 10 µM | 300,000 tested, 0.38% active;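 active = inhibition past about -25% in most replicates, and total fluorescence under double the plate's negative control median, limit read from the data; inconclusive = replicates evenly split on the limit, or fluorescence at least double controls; inactive = too little inhibition in most replicates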;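 also: 0% = DMSO and -100% = 5 µM competing unlabeled TCR2 RNA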
# AGP1 TOR yeast: alters AGP1-GFP fluorescence in TOR pathway yeast screen | GFP response vs DMSO, % at 10 µM | 320,000 tested, 0.02% active | AID 2066 | S. cerevisiae AGP1-GFP multiplex flow cytometry, 3 h; GFP as percent of DMSO wells;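 active = GFP response relative to DMSO above a set limit, near screen average plus 3 SD, cut at about 150% in these data; inconclusive = fewer than 70 cells counted for the yeast strain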;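 also: median GFP channel fluorescence of the gated AGP1 strain per well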
# GRK2 aptamer HTS: inhibitors of human GRK2 displacing RNA aptamer; P25098; bead flow cytometry, FAM-aptamer displacement from GRK2; inhibition of aptamer binding, % at 10 µM; 330,000 tested, 0.59% active;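 active = inhibition of aptamer binding above 40%, roughly 3 SD of noise, on plates passing a quality check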;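 also: median bead fluorescence of bound FAM aptamer so fluorescent compounds give negative values; no value below 0 was filed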
# Fam108B inh: counter-screen for RBBP9 inhibitors: inhibitors of mouse Fam108B; recombinant Fam108B, FP-Rh probe fluorescence polarization; inhibition, % at 9.51 µM; 300,000 tested, 0.33% active; AID 1947;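 active = inhibition above the screen mean inhibition plus 3 SD, computed separately per campaign, cut at about 18% in these data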;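 also: inhibitors lower polarization as less probe binds the enzyme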
# GLD-1 RNA inh: GLD-1-TGE RNA interaction inhibition (C. elegans). inhibition, % at 5.96 µM. purified GLD-1 + fluorescein TGE RNA, fluorescence polarization. AID 2280. 320,000 tested, 0.44% active;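 active = percent inhibition above a per-plate cutoff, the plate mean of test compounds plus 3 SD, cut at about 30% in these data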;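 also: 0% = DMSO wells with GLD-1 and probe and 100% = wells lacking GLD-1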
# Bcl-xL primary: Bcl-xL (human) inhibition; Q07817; GST-Bcl-xL / FITC-Bim BH3 peptide fluorescence polarization; 320,000 tested, 0.7% active; inhibition, % at 10.9 µM; AID 2129;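 active = inhibition above the mean of all tested compounds plus 3 SD, cutoff set per campaign, cut at about 30% in these data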;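 also: 0% = DMSO wells and 100% = unlabeled Bim-BH3 peptide competitor; inhibitors lower millipolarization by displacing the labeled peptide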
# MCL1-BIM inh: disrupts human MCL1 binding to BIM-BH3 peptide. Q07820. GST-MCL1 / FITC-Bim-BH3 fluorescence polarization. inhibition, % at 10.9 µM. 320,000 tested, 0.68% active. AID 2057;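 active = inhibition above the mean inhibition of all tested compounds plus 3 SD, set per campaign, cut at about 40% in these data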;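 also: 0% = DMSO wells and 100% = unlabeled Bim-BH3 peptide control; higher means more loss of mP so more displacement of Bim peptide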
# An asterisk follows results filed as active; ? = inconclusive; · = not tested or not shown; [ ] = another dose, or the depositor's remark. Hits appear at their usual frequency. Share with any hit: about 2.2%.
SMILES,VLA-4 inh,CIT2-GFP yeast,MEX-5 binding,AGP1 TOR yeast,GRK2 aptamer HTS,Fam108B inh,GLD-1 RNA inh,Bcl-xL primary,MCL1-BIM inh
Cc1cccc(N2C(=O)N(c3ccccc3C)C3CS(=O)(=O)CC32)c1 (centres undefined),6,103,-0.3,114,0,-2,7,3,-8
COc1ccc(S(=O)(=O)N2CCC(C(=O)NCc3cccnc3)CC2)cc1Cl,16,103,-2.1,98,0,-2,7,-1,-2
Cc1ccc(OCCOCCn2cnc3ccccc3c2=O)c([N+](=O)[O-])c1,16,102,-0.8,99,5,1,-5,4,5
CC1(C)CC2(CCCN3C(=O)CSC32)CCS1 (centres undefined),18,80,-2.7,90,0,-4,6,4,-2
CC(=O)c1c(C)nc(-c2ccc(Cl)cc2)nc1N=CN(C)C,5,100,0.8,96,2,0,3,21,17
O=C(NCC(c1ccco1)N1CCCCC1)c1cnc(Cl)c(Cl)c1 (centres undefined),-8,90,·,81,0,·,3,·,·
O=C(Nc1ccc(Cl)cc1)c1ccc2ncsc2c1,-7,93,0.4,87,1,-4,5,3,1
CC(OC(=O)C1CCN(c2ccc(C(F)(F)F)cn2)CC1)C(=O)Nc1cccc([N+](=O)[O-])c1 (centres undefined),9,107,·,110,0,·,1,-13,-13
Cc1cc(C)n(-c2cccc3cccnc23)n1,34,99,0.4,107,0,-3,4,1,8
COc1ccccc1CNS(=O)(=O)c1ccc(S(=O)(=O)NC2CC2)cc1,6,109,3.6,107,1,0,3,0,4
Cn1nc(C(C)(C)C)c([N+](=O)[O-])c1C(=O)Nc1cccc2ccccc12,5,107,1.0,107,0,0,11,2,-1
O=C(NC1=NCCS1)c1ccccc1Cl,13,107,-2.7,90,2,-3,0,3,-1
Oc1cc(-c2cccnc2)cc2cccnc12,9,91,·,64,0,·,-2,-3,6
O=C(c1ccc(COc2ccc(Cl)cc2)o1)N1CCN(Cc2ccc3c(c2)OCO3)CC1,9,98,-0.8,96,3,-1,6,3,-1
NC(=O)c1c(NC(=O)C(=O)N2CCOCC2)sc2c1CCC2,10,98,-1.8,94,2,3,5,5,3
CN(CC(=O)Nc1ccccc1Br)C(=O)Cn1[nH]c(=O)c2ccccc2c1=O,-22,95,·,96,0,·,0,8,8
CS(=O)(=O)N1CCN(C(=S)NCc2ccc(F)cc2)CC1,1,99,0.6,94,11,0,-4,0,9
O=C(CCCCO)c1ccc(O)c(Cl)c1,24,95,1.5,100,0,2,-1,7,-3
Cc1cc(Cl)c2ccc(Cl)cc2n1,-6,103,0.4,114,0,1,1,3,-5
COc1ccc(CS(=O)(=O)CC(C)(O)c2ccccc2Cl)cc1 (centres undefined),11,108,-0.9,103,3,-5,1,3,5
Clc1ccc(-[n+]2c(-c3cccc(Br)c3)[nH]c3nc4ccccc4nc32)cc1,2,97,4.3,110,2,-1,0,0,-5
Cc1ccnc(NS(=O)(=O)c2ccc(NC(=O)CCc3ccccc3)cc2)n1,-2,105,-0.5,103,2,-1,2,5,4
Cc1ccc(C2CC(=O)C=C(Nc3ccc(Cl)cc3)C2)cc1 (centres undefined),3,103,0.1,93,0,-1,7,7,6
CN(CCOc1ccccc1)C(=O)C1CCC(=O)N(CCc2ccc(Cl)cc2)C1 (centres undefined),2,108,0.1,87,0,·,·,·,·
O=C(CSc1nc2ccccc2o1)c1ccccc1,24,77,0.2,84,1,-2,-2,-2,-7
COc1ccc(N(CC(=O)N2CCOCC2)S(C)(=O)=O)cc1Cl,17,100,2.1,98,0,4,3,7,8
Cc1nnc(-n2ncc(C#N)c2N)c2nn(-c3cccc(Cl)c3)c(C)c12,-10,91,8.8,94,0,7,-16,1,-2
O=C(CSc1nc2ccc(Nc3nc(N4CCCC4)nc(N4CCCC4)n3)cc2s1)NCc1ccco1,-10,106,-1.8,102,0,4,-2,6,4
CN(C(=O)COC(=O)COc1ccc(Cl)cc1Cl)c1c(N)n(Cc2ccccc2)c(=O)[nH]c1=O,16,103,2.7,102,3,-1,6,0,-5
O=C(NNC(=S)Nc1ccc(Br)cc1)c1ccccc1Br,-20,80[may fluoresce red],2.0,?,0,·,·,·,·
CCn1cc(Br)c(C(=O)Nc2ccc(F)cc2F)n1,-7,99,-0.7,98,4,1,6,-5,-2
CC(=O)N1CCOc2ccc(S(=O)(=O)Nc3ccc(Cl)cn3)cc21,19,98,0.6,98,0,2,1,0,5
Cc1ccccc1Cc1c(C)nc2nc(SCC(=O)NCCCN3CCCCC3)nn2c1C,4,88,-1.5,97,0,1,-3,1,-3
COc1ccccc1N(C)S(=O)(=O)c1ccc(Cl)c(C(=O)NCC2(N(C)C)CCCCC2)c1,2,96,0.5,104,2,-6,3,4,-6
OCc1nnn(-c2cccc(C(F)(F)F)c2)c1CO,0,100,-0.2,102,0,0,-3,6,-3
Cc1cccc(NC(=O)CN2C(=O)N/C(=C\c3ccc(N4CCOCC4)cc3)C2=O)c1,9,93,-1.9,96,1,2,-18,0,-8
CC(C)CNC1CCS(=O)(=O)C1 (centres undefined),1,100,0.1,103,1,-2,2,-2,1
CCCN1C(=O)N(C)C(N(O)C(=O)NC)C1(C)C (centres undefined),9,78,4.1,78,0,4,2,3,0
CC(C)(C)C1CCC(C(=O)Nc2ccc(N3CCOCC3)cc2N2CCOCC2)CC1 (centres undefined),12,85,·,86,1,·,2,6,9
CCC(C)(C)NC(=O)C(c1ccc(OC)cc1)N(C(=O)CCC(=O)Nc1cc(C)on1)c1cc(OC)ccc1OC (centres undefined),-4,96,0.0,98,0,1,4,-1,-5
O=C(C1=C[C@H](c2ccc(Br)cc2)C[C@H](OCCCCO)O1)N1CCN(Cc2ccc3c(c2)OCO3)CC1,13,112,-1.8,91,0,-2,5,12,12
Cc1ccc(-n2ncc3c2CCCC3NC(=O)CCc2c(C)noc2C)cc1C (centres undefined),0,95,2.2,96,0,-2,-2,3,-10
CCc1cccc(NC(=S)Nc2cccc3ccccc23)c1,8,102,-0.6,97,2,6,5,5,17
COc1ccc2nc(NC(=O)CSc3nnnn3C)sc2c1,9,96,-0.3,99,1,1,9,5,1
CCOC(=O)c1nnn(-c2nonc2N)c1CS(=O)(=O)c1ccccc1,14,109,-0.7,101,1,-2,3,2,-6
OC(CN1CCCC1)Cn1ccc2ccccc21 (centres undefined),9,99,-0.1,99,0,3,3,3,-4
O=S(=O)(Nc1ccccc1Cl)c1ccc(-c2ccccn2)s1,2,88,0.8,95,·,-3,0,2,2
O=C(CCN1C(=O)/C(=C/c2ccccc2)SC1=S)Nc1cccnc1,-1,107,0.3,99,4,-2,12,2,-5
Cc1noc(/C=C/N(C)C)c1S(=O)(=O)N1CCCC(C(=O)NC2CCCCC2)C1 (centres undefined),1,89,3.7,94,0,1,-13,-13,-15
Cc1ccc(-c2nnc(-n3nc(C)cc3C)c3ccccc23)cc1,14,92,0.3,93,7,-3,1,-1,-7
CCOC(=O)CCSc1nc(-c2ccc3c(c2)OCO3)cc(C(F)(F)F)c1C#N,-16,87,-0.8,95,3,-1,-4,6,6
COCCN(C(=S)Nc1c(C)cccc1C)C(C)c1ccco1 (centres undefined),-5,102,-0.4,107,1,3,1,1,3
CSc1ccc(CN2CCN(C3CCCC3)C(CCO)C2)cc1 (centres undefined),0,104,-2.0,106,2,-4,6,12,8
COc1ccc(N=Cc2c(O)[nH]c3ccccc23)cc1OC,-5,95,-0.6,92,3,5,5,4,-5
COC(=O)c1sc2nc(C)cc(-c3ccccc3)c2c1N,4,87,-1.3,108,0,2,11,4,2
CCOP(=O)(c1c(F)c(F)c(F)c(F)c1F)C1(O)CCCCC1 (centres undefined),8,97,-1.8,95,0,-4,-9,1,-7
COc1ccc(C(=O)N2CCc3c([nH]c4ccccc34)C2C(F)(F)F)cc1 (centres undefined),10,101,-1.5,96,1,-2,-3,2,1
COc1cc(/C=N\NC(=O)C2CC3C=CC2C3)ccc1O (centres undefined),13,112,1.5,100,3,3,6,2,-1
COC/C=C/C1=CC2=CC(=O)C(C)(OC(=O)c3cnc4ccccc4n3)C(=O)C2=CN1Cc1ccco1 (centres undefined),3,91,-7.2,100,1,4,17,19,17
Cc1cc(S(=O)(=O)N(Cc2ccccc2)Cc2ccc(N(C)C)cc2)ccc1-n1cnnn1,11,94,2.5,99,2,-1,5,3,-2

# Next part.
SMILES,VLA-4 inh,CIT2-GFP yeast,MEX-5 binding,AGP1 TOR yeast,GRK2 aptamer HTS,Fam108B inh,GLD-1 RNA inh,Bcl-xL primary,MCL1-BIM inh
COc1cc(CN(CCc2c(C)[nH]c3ccc(C)cc23)C(=S)NC(C)(C)C)cc(OC)c1OC,5,101,-0.7,100,0,4,-2,4,4
CCCNC(=O)c1ccc(N2CCC3(CC2)CC(c2ccc(Cl)cc2)=NO3)c([N+](=O)[O-])c1,-7,87,0.7,86,2,0,1,-1,-10
O=C(O)c1ccc(S(=O)(=O)N2CCC3(CC2)CC(=O)c2ccccc2O3)cc1,7,101,2.1,99,2,-1,1,-3,-3
Cc1cc(/C=C(\C#N)C(=O)OCC(=O)Nc2ccc(OC(F)F)cc2)c(C)n1CC(C)C,-5,97,0.1,100,0,-23,-9,-1,-13
c1ccc2c(c1)nnn2-c1ncnc2sccc12,-4,93,-4.9,91,2,-4,6,4,6
C=CCNC(=S)N/N=C(\C)c1cccnc1,-4,118,-2.0,107,0,1,-5,3,10
CS(=O)(=O)N(CC(=O)N1CCCC1)Cc1ccccc1,21,107,0.7,98,0,-3,5,6,3
O=C(Nn1cnnc1)c1cc(Cl)cc(Cl)c1,5,101,4.1,99,0,4,-14,-1,-6
COc1ccc(N(CC(=O)NC(C)(C)C)C(=O)c2ccco2)cc1,-27,110,1.7,100,2,-2,1,2,0
CCCCOc1c(Cl)cc(C(=O)N(C)CC(=O)Nc2ccc(N3CCOCC3)cc2)cc1OCC,0,93,0.7,91,0,-1,4,4,7
Cc1nn(CC(O)CN2c3ccccc3Sc3ccccc32)c(C)c1Br (centres undefined),9,90,3.2,95,2,5,10,2,1
O=C(N/N=C/c1cccnc1)c1cc(-c2ccc(Cl)cc2)nc2ccccc12,30,105,-1.3,121,2,-19,2,6,12
CCOc1cccc(/C=N/NC(=S)Nc2ccccc2[N+](=O)[O-])c1O,12,101,-0.4,102,0,9,2,9,14
O=C(Nc1ccc(F)cc1F)N1CCN(C(=O)c2ccco2)CC1,3,107,4.1,100,0,4,8,4,8
O=C(NCCc1ccco1)C(=O)NCC1OCCCN1S(=O)(=O)c1ccc(Cl)cc1 (centres undefined),1,108[may fluoresce green],3.0,106[may fluoresce green],2,4,2,-3,3
NS(=O)(=O)c1ccc(NC(=O)CSc2nc3ccccc3[nH]2)cc1,7,94,1.3,90,0,0,8,8,-1
COc1cc(N)ccc1-c1cc2ccccc2oc1=O,-3,93,0.5,89,0,2,4,5,5
Cc1ccc(-n2nc(C(=O)NN)c(C)c(C#N)c2=O)cc1Cl,-3,123,-0.4,59,0,1,-4,7,-2
Cc1ccc(Cl)c(OC(=O)Cn2cnc3c2c(=O)n(C)c(=O)n3C)c1,4,93,-1.4,99,0,-1,-2,6,2
O=C1CCC(C(=O)N2CCCC2)CN1CCc1cccc(F)c1 (centres undefined),31,107,0.0,101,0,-1,1,6,-1
